PAFAH2 inh – inhibitors of human PAFAH2; recombinant PAFAH2, FP-rhodamine activity probe, fluorescence polarization; hit rate 0.99% among 340,000; inhibition, % at 3.39 µM;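 active means inhibition above the mean over all tested compounds plus 3 SD, cut at about 30% in these data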;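 further: inhibitors block probe labeling of enzyme so polarization drops; 0% = enzyme with DMSO and 100% = wells lacking PAFAH2 protein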
HCV core dimer – HCV core protein dimerization inhibition. TR-FRET GST/Flag-core106 dimerization, 1536-well. hit rate 0.33% among 300,000. inhibition, % at 5 µM;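 active means inhibition above the mean of all tested compounds plus 3 SD, set per screening campaign, cut at about 45% in these data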
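Material: GST/Flag-tagged HCV core106 proteins. Incubation: 4 h, 22.5 °C incubation. Read-out basis: inhibition (%) from 671 over 617 nm ratio. Measured by: TR-FRET, excitation 340 nm, emission 617 and 671 nm.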
PP5 inh – blocks human protein phosphatase 5 activity. P53041. AID 1987. inhibition, % at 6.7 µM. hit rate 0.18% among 320,000. purified PP5c, OMFP substrate fluorescence;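 active means inhibition above the campaign's mean inhibition across all tested compounds plus 3 SD, cut at about 9.5% in these data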;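 further: 0% = DMSO only and 100% = 100 µM cantharidin control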
proCasp7 act – activates human procaspase-7, counter-screen for procaspase-3 activators; activation, % at 8.5 µM; hit rate 0.093% among 330,000; AID 463210; recombinant procaspase-7, Ac-DEVD-pNA absorbance 405 nm; D23A/D198A/D206A triple mutant, cannot self-cleave; scale: DMSO 0, 5 µM enzyme 100; P55210;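 active means percent activation above the screen-wide mean plus 3 SD, cut at about 25% in these data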
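Assay system: Uncleavable procaspase-7 mutant enzyme | Input: 2 µM procaspase-7 mutant as dispensed | Timing: 1 h compound preincubation, 2 h substrate cleavage, 25 °C | Repeats: One well per compound | Control set: DMSO wells as 0%, DMSO with 5 µM added PC-7 as 100% | Technique: Epi-absorbance of released pNA at 405 nm, two timepoints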
CTSL1 counter – cathepsin L1 inhibition, PFM18AAP counter-screen; recombinant F. hepatica cathepsin L1, Z-Leu-Arg-MCA fluorescence; inhibition, % at 5.96 µM; hit rate 0.49% among 300,000; AID 1906;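 active means inhibition above the mean of all tested compounds plus 3 SD, set per screening campaign, cut at about 17% in these data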;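 further: 0% = plate median of test compound wells and 100% = 1 µM Z-Phe-Ala-diazomethylketone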
TPT1 inhibitor – inhibitors of Candida albicans tRNA 2'-phosphotransferase TPT1; hit rate 0.81% among 300,000; inhibition, % at 5 µM; AID 1962; recombinant caTPT1, FP RNA substrate dephosphorylation;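 active means inhibition above the mean of all tested compounds plus 3 SD, set per screening campaign, cut at about 24% in these data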;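 further: plate controls were DMSO alone for no effect and ferristatin control at 100 nM for full effect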
AHR act – activators of human aryl hydrocarbon receptor | AHR-responsive luciferase reporter cells, luminescence | activation, % at 5 µM | hit rate 2.5% among 320,000 | AID 2796; in the data active means activation above about 47%;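 further: 0% = vehicle wells and 100% = reference agonist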
Target sequence (P35869 whole entry, looked up): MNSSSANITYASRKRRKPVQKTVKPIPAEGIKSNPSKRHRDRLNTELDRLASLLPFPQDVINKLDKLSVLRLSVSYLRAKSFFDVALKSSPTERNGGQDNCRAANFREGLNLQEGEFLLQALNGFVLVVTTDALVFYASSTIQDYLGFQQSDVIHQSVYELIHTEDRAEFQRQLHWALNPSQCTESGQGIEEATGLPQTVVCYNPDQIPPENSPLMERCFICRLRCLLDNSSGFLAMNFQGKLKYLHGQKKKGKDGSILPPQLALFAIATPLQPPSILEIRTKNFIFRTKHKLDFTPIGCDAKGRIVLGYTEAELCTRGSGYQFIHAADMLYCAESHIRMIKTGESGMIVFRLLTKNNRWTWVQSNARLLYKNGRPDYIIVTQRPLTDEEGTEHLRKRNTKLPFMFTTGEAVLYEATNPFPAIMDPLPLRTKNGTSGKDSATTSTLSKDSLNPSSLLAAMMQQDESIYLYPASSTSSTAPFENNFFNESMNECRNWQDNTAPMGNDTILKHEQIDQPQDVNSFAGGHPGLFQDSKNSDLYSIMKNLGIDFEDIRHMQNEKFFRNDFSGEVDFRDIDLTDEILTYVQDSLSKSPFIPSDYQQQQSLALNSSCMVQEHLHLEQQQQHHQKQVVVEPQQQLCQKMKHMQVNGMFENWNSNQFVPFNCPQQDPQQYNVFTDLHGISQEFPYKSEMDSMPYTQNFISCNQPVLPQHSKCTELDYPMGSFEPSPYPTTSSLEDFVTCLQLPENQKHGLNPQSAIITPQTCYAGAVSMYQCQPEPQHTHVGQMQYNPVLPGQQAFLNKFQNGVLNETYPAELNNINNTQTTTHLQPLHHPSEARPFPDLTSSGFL
procasp3 activ – activators of human procaspase-3; P42574; recombinant procaspase-3 D3A, Ac-DEVD-pNA absorbance 405 nm; activation, % at 8.5 µM; hit rate 0.11% among 330,000; AID 463141;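 active means activation above the mean of all tested compounds plus 3 SD, cut at about 21% in these data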;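 further: 0% = DMSO alone and 100% = DMSO wells spiked with extra 5 µM PC-3 D3A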
Target sequence (P42574 whole entry D9A/D28A/D175A): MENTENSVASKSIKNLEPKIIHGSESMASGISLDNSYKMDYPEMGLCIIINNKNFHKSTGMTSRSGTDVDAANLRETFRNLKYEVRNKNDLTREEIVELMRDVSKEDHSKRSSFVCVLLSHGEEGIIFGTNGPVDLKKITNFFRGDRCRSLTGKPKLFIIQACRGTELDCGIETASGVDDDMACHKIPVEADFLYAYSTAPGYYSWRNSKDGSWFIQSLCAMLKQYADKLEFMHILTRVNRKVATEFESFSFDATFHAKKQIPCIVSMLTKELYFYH
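Assay system – Procaspase-3 D3A mutant · Benchmarks – DMSO low control, extra-enzyme high control · Technique – 405 nm absorbance of p-nitroaniline, reads at 0 and 120 min · Doses – 8.5 µM nominal · Measure – % activation between DMSO and enzyme-spiked controls · Also added – Ac-DEVD-pNA chromogenic peptide substrate · Schedule – 1 h compound preincubation, 2 h substrate hydrolysis at 25 °C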
PP1 inh – blocks human PP1-alpha phosphatase, a PP5 counter-screen. hit rate 0.9% among 320,000. inhibition, % at 6.7 µM. AID 2235. purified PP1alpha, OMFP fluorescence. P62136;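 active means inhibition above the mean inhibition of all tested compounds plus 3 SD, computed separately for each screening campaign, cut at about 15% in these data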
Numbers without * were called inactive; . = no result given.

SMILES	PAFAH2 inh	HCV core dimer	PP5 inh	proCasp7 act	CTSL1 counter	TPT1 inhibitor	AHR act	procasp3 activ	PP1 inh
O=C(Cc1ccc([N+](=O)[O-])cc1)Nc1ccc(Br)cn1	-6.1	-3.5	2.0	7.6	-1.4	-0.1	-2.1	5.1	-2.5
Cc1cccc(/C=C/c2onc(C)c2[N+](=O)[O-])n1	.	2.2	-0.7	-3.2	-0.5	1.6	-8.3	6.3	-0.8
CCCC(=O)N1CCN(S(=O)(=O)c2cc(Cl)ccc2OC)CC1	-10.2	3.6	-1.1	-1.3	-3.4	-5.8	1.1	-1.1	-0.3
CCOCCCNC(=O)Cn1nc(Cc2ccncc2)c2ccccc2c1=O	5.0	2.5	1.0	9.6	-0.8	-0.3	-0.8	2.5	0.5
COc1ccc(Br)cc1-c1noc(-c2ccccc2F)n1	10.5	1.9	3.6	6.0	-3.7	4.6	9.0	5.4	1.3
C=CCNc1nc(C(=O)OCC(=O)NCc2ccccc2OC)cs1	12.6	4.1	2.3	-3.4	-10.6	3.0	4.7	-11.4	-4.0
CC(=O)C[C@@H](O)CC(=O)[C@@H]1OC(=O)CC/C=C\Cc2ccccc21	-2.6	.	-4.0	-13.2	.	.	1.5	-3.5	3.2
Cc1cc(C(=O)Nc2ncn(Cc3ccc(F)cc3)n2)ccc1[N+](=O)[O-]	-0.4	-0.6	-0.9	17.4	-2.3	-0.6	1.6	3.7	0.1
CCSS(=O)(=O)c1cccc2cccnc12	.	1.3	0.7	-33.4	-1.9	0.3	-1.6	-33.8	-1.6
COCCN(CCNC(=O)c1ccc(NC2=NC3CS(=O)(=O)CC3S2)cc1)Cc1ccco1 (configuration not stated)	-0.6	4.8	-0.5	12.2	-3.6	-3.3	1.6	9.8	-12.7
CC(C)(C)c1csc(NNC(=O)c2ccc(Cl)cc2)n1	.	-0.7	4.9	-28.1	14.9	-0.5	-4.3	-12.2	0.4
O=C1COc2ccc(S(=O)(=O)N3CCc4ccccc43)cc2N1	-10.2	-0.8	3.3	9.4	2.0	-1.4	1.6	-8.1	0.2
O=C(C[C@@H]1C/C=C\C[C@@H](Cc2ccc(F)cc2)C(=O)OC[C@@H](Cc2c[nH]c3ccccc23)NC1=O)NCCO	3.0	.	.	12.7	.	.	0.7	1.1	.
O=C(Cn1c(=O)[nH]c2ccccc2c1=O)N1CCN(c2cccc(Cl)c2)CC1	5.7	3.6	-0.2	-4.6	-3.2	-1.2	-0.1	1.9	7.8
CC(Sc1nnnn1C1CC1)C(=O)N1c2ccccc2NC(=O)C1(C)C (configuration not stated)	1.5	.	.	-3.4	.	.	1.3	-4.7	.
O=C(O)C(C(=O)Oc1ccccc1)C(C(=O)O)C(=O)Oc1ccccc1 (configuration not stated)	-0.7	.	-0.2	-10.0	.	.	-0.2	-4.2	0.9
O=C(c1ccc([N+](=O)[O-])s1)N1CCN(c2ccccn2)CC1	-2.6	2.5	1.9	7.5	0.1	3.5	-2.3	0.9	0.9
Cc1ccc(-c2nc(N3CCN(C)CC3)c3ccccc3n2)cc1	4.4	3.0	3.5	9.9	-1.6	-0.7	19.2	-5.1	0.4
CCCC(=O)NC(=S)Nc1ccc(NC(=O)C(C)C)c(OC)c1	-8.3	0.0	0.2	4.5	0.6	-4.5	18.5	-4.0	0.1
CCOC(=O)c1cnc(SCc2cccc(C)c2)nc1N	-11.5	8.2	-1.7	-1.0	-3.2	3.9	-11.7	-2.8	4.5
Cc1c(C(=O)OC(C)C)sc(NC(=O)c2cccnc2)c1C#N	5.1	8.9	-0.3	7.1	2.5	31.6*	5.4	1.3	-1.9
O=C(c1ccc([N+](=O)[O-])cc1)N1CCSC1c1cccc(Cl)c1 (configuration not stated)	-3.5	9.8	-2.3	-11.5	2.6	2.3	1.3	8.3	-1.4
CCCc1nnc(NC(=O)CN2CCN(C)CC2)s1	-3.7	-2.9	1.4	-1.9	-1.8	1.9	3.1	0.9	0.9
COc1ccc(CSc2nnnn2-c2ccc(C(=O)O)cc2)cc1	0.4	-5.9	0.0	9.9	-0.7	-1.3	-0.7	5.9	-1.6
O=C(Nc1ccc(OC(F)F)cc1)c1cc[n+]([O-])cc1	-3.1	1.3	0.2	-3.8	-2.0	-0.2	7.2	-12.2	-3.5
SMILES	PAFAH2 inh	HCV core dimer	PP5 inh	proCasp7 act	CTSL1 counter	TPT1 inhibitor	AHR act	procasp3 activ	PP1 inh
CC(=O)NCC1CCCN(Cc2cn(-c3ccccc3F)nc2-c2cc(C)sc2C)C1 (configuration not stated)	4.3	-1.6	-1.5	6.2	-9.7	-3.1	6.6	3.8	-2.7
COC(=O)CCN(C(=O)c1ccc([N+](=O)[O-])cc1)c1ccccn1	7.9	-4.7	4.1	-1.6	-7.8	3.0	0.7	3.0	-9.5
CCn1c(COc2ccccc2)nnc1SCC(=O)NC1CC1	0.5	0.9	-0.2	-1.5	-2.4	-2.1	2.5	-13.0	-6.6
CC(=O)Nc1ccc(NS(=O)(=O)c2ccc(Cl)s2)cc1	-0.5	-3.7	0.5	2.8	-2.6	1.2	2.2	11.3	1.9
Cc1occc1-c1nnc(SCc2nnc(-c3ccc(Cl)cc3)o2)n1C	5.7	2.3	0.7	-1.1	-2.6	-2.0	2.1	-1.9	0.8
Cc1[nH]c2nc3ccccc3n2c(=O)c1CCC(C)C	0.6	4.5	0.3	-2.9	0.9	1.3	3.4	3.9	-4.5
CCCCCCCn1c(=N)n(CC(O)c2ccco2)c2ccccc21 (configuration not stated)	4.0	4.7	0.9	5.9	-2.6	2.5	3.1	5.4	-3.8
O=C(CS(=O)(=O)c1ccccc1)Nc1nc(-c2ccccc2)cs1	-1.0	13.8	-2.5	6.5	-3.0	7.4	25.9	-4.9	-1.2
CC(C)C(=O)Nc1ccc(Sc2ccc(F)cc2)cc1	1.6	2.8	3.6	5.7	1.1	1.1	-1.7	-7.9	-3.3
Cc1ccc(-n2nc(C(=O)O)cc2-c2ccccc2Cl)cc1	1.0	-2.4	-0.8	10.2	2.3	-2.5	-0.4	-3.7	5.0
COCCCN1CCN(C2Cc3ccccc3Sc3ccc(Cl)cc32)CC1 (configuration not stated)	4.8	-16.7	3.0	1.6	-0.4	-0.4	0.4	-6.1	9.2
CC(=O)Nc1ccc(/C=N\NC(=O)CNS(=O)(=O)c2ccc([N+](=O)[O-])cc2)cc1	-1.3	0.8	2.8	-2.0	3.5	-1.0	5.8	5.9	-2.5
Cc1cccc(C)c1NC(=O)CN(C)CC(=O)N(C)CC(=O)Nc1ccccc1Br	2.2	.	-3.6	3.1	.	.	0.1	-1.1	-3.5
O=Cc1cc2ccccc2nc1SCc1ccc(Cl)cc1	-7.9	16.1	1.8	0.2	-0.7	1.9	29.8	-8.4	-1.2
CCc1c(C)nc2ccc(Br)cc2c1Cl	-0.3	16.6	1.1	5.8	8.4	-0.5	0.7	-1.0	1.5
O=C(Nc1cc(C2CC2)nn1-c1ccccc1)c1ccc(F)cc1	5.1	.	.	-4.0	.	.	2.5	-4.3	.
COc1ccc(-c2nnn(CC(=O)NCc3ccccc3)n2)cc1OC	-1.5	-0.8	2.2	3.1	-0.7	3.6	1.5	5.6	-1.8
O=c1[nH]c(CSc2ccccn2)nc2c1cnn2-c1ccccc1	-4.2	-1.3	-0.6	3.9	-2.3	3.7	97.3*	7.9	-3.5
CCN(C1CCCCC1)S(=O)(=O)c1cn(C)c(=O)n(C)c1=O	-4.1	6.8	-4.8	-2.0	1.7	-0.6	-0.8	-3.8	-0.5
C#CC(=O)N(c1ccc(OC)cc1OC)C(C(=O)NC1CCCC1)c1cccs1 (configuration not stated)	14.9	9.8	-0.8	1.8	29.5*	1.4	-3.4	-4.5	-2.7
Cc1nn(C)cc1-c1n[nH]c(=S)n1-c1ccc(F)cc1	2.1	-12.0	-0.5	-5.8	0.9	-3.2	0.2	-4.0	0.1
COc1cccc(CN2CCNC(=O)C2CC(=O)O)c1OC (configuration not stated)	-0.4	-42.0	2.1	-7.6	0.9	-1.7	-3.6	3.7	-1.4
COc1ccccc1NC(=S)NNC(=O)c1cc(C)nn1C	-3.3	-1.0	-0.9	-2.0	-0.6	-0.8	-0.3	-4.7	-4.4
COc1ccc(-n2nc(C(=O)NCC(=O)N3CCCCCC3)c3ccccc3c2=O)c(OC)c1	-3.5	4.6	2.3	-4.6	-3.2	1.1	2.2	6.0	-1.6
CCN(CC)CC#CCOC(c1ccccc1)c1ccccc1	-0.6	-4.5	-0.5	-7.8	-0.6	-0.8	4.2	6.5	1.8

The last two entries of the section before lead into the next:
SMILES	PAFAH2 inh	HCV core dimer	PP5 inh	proCasp7 act	CTSL1 counter	TPT1 inhibitor	AHR act	procasp3 activ	PP1 inh
COc1ccc(-n2nc(C(=O)NCC(=O)N3CCCCCC3)c3ccccc3c2=O)c(OC)c1	-3.5	4.6	2.3	-4.6	-3.2	1.1	2.2	6.0	-1.6
CCN(CC)CC#CCOC(c1ccccc1)c1ccccc1	-0.6	-4.5	-0.5	-7.8	-0.6	-0.8	4.2	6.5	1.8
CSc1ccc(C(=O)C2CCCN(C(=O)CCCn3cncn3)C2)cc1 (configuration not stated)	5.4	-2.0	-1.9	5.4	-5.2	3.3	3.9	-8.3	-3.0
COc1ccc(CCN2CC(C(=O)N(C)Cc3ccc4nsnc4c3)CCC2=O)cc1 (configuration not stated)	3.2	5.6	1.3	-8.3	-0.9	-4.4	-2.0	8.7	-2.5
COc1ccc(CCNc2cc(=O)[nH]c(N)n2)cc1	-1.2	3.0	3.5	-16.0	-5.6	0.7	3.6	-5.3	3.8
O=C(/C=C/c1ccccc1)NNC1=NS(=O)(=O)c2ccccc21	2.1	-0.8	0.6	-1.5	8.1	1.5	0.5	-5.5	-5.4
CCOC(=O)c1[nH]c2ccccc2c1NC(=S)Nc1cccc(C)c1	3.1	-7.7	2.3	-22.8	6.2	0.7	72.4*	-1.9	-0.5
O=C(Nc1ccc(S(=O)(=O)Nc2nccs2)cc1)c1nn(-c2ccc(F)cc2)ccc1=O	24.0	31.9	-0.5	-8.8	1.7	0.6	0.2	6.5	1.8
O=C(Nc1ccc(S(=O)(=O)Nc2ccccn2)cc1)c1ccc(Cl)cc1Cl	-11.6	-1.0	1.1	-4.5	4.5	-1.9	0.7	-1.7	-1.0
O=C(COC(=O)c1ccccc1SCC(=O)N1CCCC1)NC1CCS(=O)(=O)C1 (configuration not stated)	-2.0	1.1	-0.6	-0.8	-1.0	-0.7	1.2	2.6	-2.8
Cc1ccc(NC(=O)c2cc3nc(C)cc(C)n3n2)cc1	-20.2	0.0	4.0	5.4	-3.5	0.0	36.5	6.0	0.4
CCCCC(OC(=O)CN1C(=O)COc2ccccc21)C(=O)NC1CCCCC1 (configuration not stated)	-11.1	0.6	-0.1	-11.0	-4.6	-3.1	-2.0	1.2	1.4
CCCC(=O)NNC(=O)CCC(=O)Nc1ccccc1Cl	4.0	0.7	1.6	9.3	-2.9	0.3	-0.7	14.6	6.5

TPT1 inhibitor, entries above that show a hit.
Compound,PAFAH2 inh,HCV core dimer,PP5 inh,TPT1 inhibitor,AHR act,procasp3 activ
Cc1c(C(=O)OC(C)C)sc(NC(=O)c2cccnc2)c1C#N,5.1,8.9,-0.3,31.6*,5.4,1.3

Screening results deposited in PubChem BioAssay by The Scripps Research Institute Molecular Screening Center.
